Screening results from PubChem BioAssay.
AHR activator: AHR activators, primary screen, cell-based, luminescence, luciferase reporter, human | AID 2796, 2010 | AHR-responsive luciferase reporter cells | actives 2.5% (n = 320,000) | Aryl hydrocarbon receptor (Homo sapiens), P35869 | activation, % at 5 µM; in the data active means activation above about 47%;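 further: 0% = vehicle wells and 100% = reference agonist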
TPT1 inh: Candida albicans TPT1 enzyme inhibitors, primary screen, biochemical, fluorescence polarization; tRNA 2'-phosphotransferase TPT1 (Candida albicans SC5314); recombinant caTPT1, FP RNA substrate dephosphorylation; inhibition, % at 5 µM; actives 0.81% (n = 300,000); AID 1962, 2009;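 active means inhibition above the mean of all tested compounds plus 3 SD, set per screening campaign, cut at about 24% in these data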;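 further: plate controls were DMSO alone for no effect and ferristatin control at 100 nM for full effect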
procasp3 activ: activators of human procaspase-3 D3A mutant, primary screen, biochemical, absorbance, PC-3 D3A mutant, single concentration; AID 463141, 2010; recombinant procaspase-3 D3A, Ac-DEVD-pNA absorbance 405 nm; activation, % at 8.5 µM; actives 0.11% (n = 330,000);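 active means activation above the mean of all tested compounds plus 3 SD, cut at about 21% in these data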;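 further: 0% = DMSO alone and 100% = DMSO wells spiked with extra 5 µM PC-3 D3A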
Target sequence (P42574 whole entry D9A/D28A/D175A): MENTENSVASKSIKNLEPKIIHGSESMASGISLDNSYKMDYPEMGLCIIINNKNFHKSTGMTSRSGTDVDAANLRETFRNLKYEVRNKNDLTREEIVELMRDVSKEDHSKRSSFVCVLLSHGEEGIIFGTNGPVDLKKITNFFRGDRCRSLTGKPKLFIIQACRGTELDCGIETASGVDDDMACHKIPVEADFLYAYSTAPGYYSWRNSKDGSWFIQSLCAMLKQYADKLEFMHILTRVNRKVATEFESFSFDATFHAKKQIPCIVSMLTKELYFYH
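Assay system: Procaspase-3 D3A mutant, all three cleavage aspartates alanine. Buffer or medium: Zinc-free HEPES saline buffer with Triton X-100. Times: 1 h compound preincubation, 2 h substrate hydrolysis at 25 °C. Measured by: 405 nm absorbance of p-nitroaniline, reads at 0 and 120 min. Read-out basis: percent activation relative to control range. Replicates: singlicate.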
Fh CTSL1 inh: Fasciola hepatica cathepsin L1 inhibitors, primary screen, counter-screen for PFM18AAP inhibitor project, biochemical, QFRET, fluorogenic peptide substrate; recombinant F. hepatica cathepsin L1, Z-Leu-Arg-MCA fluorescence; inhibition, % at 5.96 µM; actives 0.49% (n = 300,000);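 active means inhibition above the mean of all tested compounds plus 3 SD, set per screening campaign, cut at about 17% in these data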;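 further: 0% = plate median of test compound wells and 100% = 1 µM Z-Phe-Ala-diazomethylketone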
procasp7 counter: procaspase-7 activators, primary screen, counter-screen for procaspase-3 activator project, biochemical, absorbance, HTS, human. Caspase-7 (Homo sapiens), P55210. recombinant procaspase-7, Ac-DEVD-pNA absorbance 405 nm; D23A/D198A/D206A triple mutant, cannot self-cleave; scale: DMSO 0, 5 µM enzyme 100. activation, % at 8.5 µM. actives 0.093% (n = 330,000). AID 463210, 2010;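 active means percent activation above the screen-wide mean plus 3 SD, cut at about 25% in these data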
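System: Uncleavable procaspase-7 mutant enzyme; Amount: 2 µM procaspase-7 mutant as dispensed; Schedule: 1 h compound preincubation, 2 h substrate cleavage, 25 °C; Measured by: 405 nm absorbance of p-nitroaniline; Evaluation: percent activation from buffer-corrected 0–120 min absorbance change; Control set: low DMSO alone, high DMSO plus 5 µM PC-7.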
PP1 counter: PP1-alpha phosphatase inhibitors, primary screen, counter-screen for PP5 inhibitor project, biochemical, fluorescence, OMFP substrate, single point; Serine/threonine-protein phosphatase PP1-alpha catalytic subunit (Homo sapiens), P62136; purified PP1alpha; inhibition, % at 6.7 µM; actives 0.9% (n = 320,000); AID 2235, 2010;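 active means inhibition above the mean inhibition of all tested compounds plus 3 SD, computed separately for each screening campaign, cut at about 15% in these data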
PAFAH2 inh: PAFAH2 enzyme inhibitors, primary screen, biochemical, fluorescence polarization, human; actives 0.99% (n = 340,000); inhibition, % at 3.39 µM; AID 492956, 2010; recombinant PAFAH2, FP-rhodamine activity probe;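 active means inhibition above the mean over all tested compounds plus 3 SD, cut at about 30% in these data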;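 further: inhibitors block probe labeling of enzyme so polarization drops; 0% = enzyme with DMSO and 100% = wells lacking PAFAH2 protein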
HCV core dimer: inhibitors of HCV core protein dimerization, primary screen, biochemical, TR-FRET, high-throughput; TR-FRET GST/Flag-core106 dimerization, 1536-well; inhibition, % at 5 µM; actives 0.33% (n = 300,000);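 active means inhibition above the mean of all tested compounds plus 3 SD, set per screening campaign, cut at about 45% in these data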
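Assay system: GST-tagged and Flag-tagged HCV core protein residues 1-106 / Times: compound-protein-antibody incubation 4 h at 22.5 °C / Signal: time-resolved FRET, ex 340 nm, em 617 and 671 nm / Evaluation: % inhibition based on acceptor/donor emission ratio / Benchmarks: wells lacking GST-core106 and wells with excess unlabelled core106 / Repeats: singlicate, one well per compound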
PP5 inh: PP5 phosphatase inhibitors, primary screen, biochemical, fluorescence | Serine/threonine-protein phosphatase 5 (Homo sapiens), P53041 | purified PP5c, OMFP substrate fluorescence | inhibition, % at 6.7 µM | actives 0.18% (n = 320,000) | AID 1987, 2009;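 active means inhibition above the campaign's mean inhibition across all tested compounds plus 3 SD, cut at about 9.5% in these data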;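 further: 0% = DMSO only and 100% = 100 µM cantharidin control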
Target sequence (P53041 whole entry, looked up): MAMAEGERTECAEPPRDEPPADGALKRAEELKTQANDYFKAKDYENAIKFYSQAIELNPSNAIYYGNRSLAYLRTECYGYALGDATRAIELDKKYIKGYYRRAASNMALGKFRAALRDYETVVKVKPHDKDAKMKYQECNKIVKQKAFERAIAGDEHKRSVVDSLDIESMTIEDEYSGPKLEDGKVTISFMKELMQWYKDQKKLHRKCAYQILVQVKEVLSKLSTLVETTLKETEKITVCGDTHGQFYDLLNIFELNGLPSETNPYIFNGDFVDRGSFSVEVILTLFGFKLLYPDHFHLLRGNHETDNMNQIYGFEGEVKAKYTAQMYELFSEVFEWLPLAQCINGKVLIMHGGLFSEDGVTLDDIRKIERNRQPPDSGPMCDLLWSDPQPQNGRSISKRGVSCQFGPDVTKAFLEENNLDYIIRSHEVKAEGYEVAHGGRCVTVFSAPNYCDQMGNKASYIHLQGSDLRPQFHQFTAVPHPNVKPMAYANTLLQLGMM
* marks the source's active call; other numbers are inactive results; / = not tested or not shown.

SMILES	AHR activator	TPT1 inh	procasp3 activ	Fh CTSL1 inh	procasp7 counter	PP1 counter	PAFAH2 inh	HCV core dimer	PP5 inh
CN1CCN(CCNC(=O)c2cc3c(=O)n(C)c4ccccc4c3n2C)CC1	9	-2	3	1	9	-3	-4	0	3.7
Cc1cc(N2C(=O)NC(=O)CC2C)c(C)cc1C(C)C (configuration not stated)	1	1	0	-2	-8	-3	2	-3	2.6
Cc1cccc(NCCNc2cccc(C)c2)c1	-4	-2	1	-1	2	1	5	-2	3.7
COCCCn1c(C)nnc1SCC(=O)NCc1ccco1	4	-4	3	1	7	-2	-2	-3	3.9
Cc1nc(NCCc2ccc(F)cc2)c2nnn(Cc3ccccc3)c2n1	1	3	8	4	1	-1	6	0	3.5
COc1ccccc1N(CC(=O)NCC1CCCO1)C(=O)CNS(=O)(=O)c1ccc(Cl)cc1 (configuration not stated)	-1	1	3	-5	3	1	5	-4	2.5
CCC(=O)Nc1nc2nc(-c3ccccc3)cc(=O)n2[nH]1	2	1	1	-6	16	4	-3	0	-1.4
CS(=O)(=O)N(CC(=O)Nc1ccccc1C(=O)N1CCOCC1)c1ccc2c(c1)OCO2	2	-4	11	-1	-1	-1	-1	1	1.2
Cc1noc(C(=O)N2CC3(C)CC2CC(C)(C)C3)c1Cl (configuration not stated)	-1	-7	17	4	5	-1	2	-5	-0.6
CCCC/C(O)=C1\C(=O)CC(C)(C)CC1=Nc1ccc(N)cc1	1	2	-1	-2	1	-5	-2	-3	0.2
CC(C)(C)NC(=O)c1nc2ccccc2s1	-4	-2	3	-2	0	0	5	-2	1.1
CCCCN(C)CCNC(=O)CN1C(=O)CSc2ccc(S(=O)(=O)N3CCCC3)cc21	0	-2	2	1	-5	2	3	-2	1.3
CC1(C)CC[C@]2(C(=O)O[C@@H]3O[C@H](CO)[C@@H](O)[C@H](O)[C@H]3O)CC[C@]3(C)C(=CCC4[C@@]5(C)CC[C@H](O[C@@H]6O[C@H](C(=O)O)[C@@H](O[C@H]7OC[C@@H](O)[C@@H](O)[C@@H]7O)[C@H](O)[C@H]6O)C(C)(C)C5CC[C@]43C)[C@@H]2C1 (some centres not stated)	0	/	-3	/	3	/	0	/	/
O=C1COc2ccc(C(=O)COC(=O)CCOc3ccccc3)cc2N1	2	/	0	/	-4	/	0	/	/
Nc1nc(SCC(=O)N2CCCC2)[nH]c(=O)c1NC(=O)c1cccs1	-1	0	-1	2	-2	-1	-3	-4	2.5
Cc1ccc(-c2cc(C(=O)OCC(=O)N(C)c3c(N)n(Cc4ccccc4)c(=O)[nH]c3=O)c3ccccc3n2)o1	1	0	2	3	-11	1	4	16	-0.7
O=C(NC1CC2CCCC(C1)N2C(=S)NCCc1ccccc1)C1CC1 (configuration not stated)	2	0	1	-3	13	-3	4	-5	0.5
Cc1ccc(-c2ccc(=O)n(CC(=O)NCCCN3CCCCC3C)n2)cc1 (configuration not stated)	-8	1	3	2	2	0	3	-8	2.5
COc1ccccc1NC(=O)Cn1cc(C#N)c2ccccc21	18	-5	13	0	-10	-1	-2	-3	1.0
CC1=C(C(=O)N2CCOCC2)C(c2cc(C)ccc2C)NC(=S)N1 (configuration not stated)	2	1	-6	1	-2	-1	-5	-2	-1.7

Some entries already given, reduced to procasp7 counter:
structure | procasp7 counter
Cc1ccc(-c2cc(C(=O)OCC(=O)N(C)c3c(N)n(Cc4ccccc4)c(=O)[nH]c3=O)c3ccccc3n2)o1 | -11
O=C(NC1CC2CCCC(C1)N2C(=S)NCCc1ccccc1)C1CC1 (configuration not stated) | 13
Cc1ccc(-c2ccc(=O)n(CC(=O)NCCCN3CCCCC3C)n2)cc1 (configuration not stated) | 2
COc1ccccc1NC(=O)Cn1cc(C#N)c2ccccc21 | -10

(cont.)
SMILES	AHR activator	TPT1 inh	procasp3 activ	Fh CTSL1 inh	procasp7 counter	PP1 counter	PAFAH2 inh	HCV core dimer	PP5 inh
COc1ccc(-c2n[nH]c(C)c2-c2ccc(Cl)cc2)c(O)c1OC	7	-1	3	2	0	6	-1	6	10*
COc1ccc(SN=C2C(C)=CC(=O)C=C2C)cc1	2	5	-16	1	-13	0	-8	-9	-0.1
CN(C)C(=O)COc1ccc2cc(-c3ccccc3)c(=O)oc2c1	2	1	-9	7	9	1	2	-20	-0.6
CCc1c(C)nc(N2CCN(c3ccc(OC)cc3)CC2)[nH]c1=O	-5	0	-1	0	13	0	3	1	-0.5
CCCC1OC23CCCCC2C(C#N)(C#N)C1(C#N)C(=N)O3 (configuration not stated)	6	-25	-14	-6	-5	5	35*	-2	0.1
Cc1ccc(OCCC(=O)N2CCN(c3ccc(O)cc3)CC2)cc1	1	-4	-6	0	-30	-2	-14	-2	0.6
Cc1cc(NC(=O)CCCS(=O)(=O)c2nc(-c3cccs3)cc(C(F)(F)F)n2)no1	3	-2	0	2	4	-1	6	4	3.4
CC(=O)Nc1cccc(-c2csc(Nc3ccccn3)n2)c1	85*	2	7	6	2	-3	10	0	3.2
COc1ccc(CN2CC[C@H]3C=CC[C@@H](C(=O)NCCc4ccccc4)[C@H]3C2=O)cc1OC	6	3	-5	0	-4	5	1	-3	2.9
COc1cccc(/C(O)=C2/C(=O)C(=O)N(CCN3CCOCC3)C2c2cccnc2)c1 (configuration not stated)	0	-3	-5	1	-5	-1	7	-4	-3.5
COc1cc(/C=C2/C(=O)c3cccc([N+](=O)[O-])c3C2=O)c(Br)cc1O	13	-5	-15	-3	-18	1	40*	13	2.9
CC(C)C[C@@H](CO)N1CCN(Cc2cccc(C#N)c2)CCC1=O	0	0	0	-4	4	-3	6	-2	-1.3
C[C@@H]1CN(Cc2nc(-c3cccs3)no2)C[C@H](C)O1	1	0	7	-3	5	-4	-2	3	-2.7
CN(C)CC1(c2ccccc2)CCCC1	4	-1	-2	6	0	-14	-7	-1	1.8
CCn1nccc1C(=O)Nc1cc(Cl)cc(Cl)c1	2	-3	4	-2	6	-1	-11	0	5.2
CN1/C(=C\C(=O)CN2C(=O)NC3(CCCCCC3)C2=O)C(C)(C)c2ccccc21	-2	12	1	4	12	4	-3	13	0.7
CC(C)c1nnc(NC(=O)CCCC(=O)O)s1	-1	0	8	0	20	0	0	1	2.2
COc1ccc(-c2csc3ncnc(N4CCN(S(=O)(=O)c5ccc(C)cc5)CC4)c23)cc1	2	6	-1	-1	9	2	2	21	-0.2
COc1ccc(-c2cc(C(=O)N3CCN(S(=O)(=O)c4ccc(C)cc4)CC3)[nH]n2)cc1	111*	-2	3	9	0	-6	3	1	4.8
CCc1ccc(S(=O)(=O)NCc2cn3ccccc3n2)s1	0	2	2	0	5	-2	12	-2	1.8
Cc1cc(C(=O)N/N=C\C(Br)=C\c2ccccc2)c(C)o1	20	-1	5	2	-3	3	/	7	1.4
Cc1ccc(NC(=O)CCC(=O)NNC(=S)Nc2ccc(F)cc2F)cc1C	41	0	-6	0	-2	-5	0	-16	-4.3
CCOc1ccccc1NC(=O)CSc1nc2c(c(=O)n(C)c(=O)n2C)n1C	0	-1	2	-1	8	-1	0	16	1.7
O=c1oc(Nc2cccc(Cl)c2)nc2ccccc12	7	-1	-4	-4	-1	-3	23	3	-1.0
Cc1ccc(Nc2nnc(SCc3cc(=O)n4cc(C)ccc4n3)s2)cc1	14	-3	9	3	11	-2	-2	6	-0.8
Cc1cc(C)c(NC(=O)c2cccs2)c(C)c1NC(=O)c1cccs1	-1	-2	-3	-3	1	0	2	0	3.0
Cc1ccc(S(=O)(=O)NCCC(=O)N2CCC(Cc3ccccc3)CC2)cc1	-1	1	3	4	7	-5	3	5	0.1
CN1CCN(c2nc3ccccn3c(=O)c2C=O)CC1	2	-6	-5	0	2	0	8	2	1.1
O=[N+]([O-])c1cccc(-n2nncc2-c2ccccc2)c1	2	2	-3	-3	-3	0	-3	-7	-1.4
O=C(COC(=O)/C=C/c1ccc(OC(F)F)cc1)Nc1cccc(S(=O)(=O)N2CCOCC2)c1	0	/	-4	/	1	/	53*	/	/
NC(=O)CSc1nnc(-c2cccs2)n1Cc1ccco1	0	-4	-18	-3	-3	-5	-4	3	-2.8
Cc1ccc(CNC(=O)CC(NC(=O)c2ccccc2)c2ccccc2)cc1 (configuration not stated)	0	/	8	/	6	10	3	/	3.2
N#Cc1c(N)oc(-c2ccc3c(c2)OCO3)c1-c1ccc2c(c1)OCO2	4	18	-20	-3	-13	1	9	0	1.0
O=C(CN(C(=O)c1csnn1)c1ccccc1)NCc1ccc2c(c1)OCO2	4	0	-7	2	-1	-1	-2	-5	1.2
Nc1c(C(=O)NCc2ccccc2)c2nc3ccccc3nc2n1-c1ccc2c(c1)OCO2	9	-4	8	2	6	-1	-1	15	-0.3
O=C(C1CCN(S(=O)(=O)c2cnc[nH]2)CC1)N(CCc1ccccc1)Cc1ccccc1	-1	-6	4	1	3	-4	-5	3	2.5
Cc1ccc(-c2csc(N3CCN(c4cc5c(cc4Cl)nc(C(C)N)n5CCCO)CC3)n2)cc1 (configuration not stated)	4	0	1	-1	8	1	2	-1	3.4
Cc1ccc(CCNC(=O)CN(c2cc(C)cc(C)c2)S(=O)(=O)c2c(C)noc2C)cc1	3	0	-1	-3	4	-1	3	2	2.9
Cc1ccnc(NC(=O)c2ccc(Cl)c(NC(=O)CCc3ccccc3)c2)c1	35	-5	7	0	6	0	/	3	0.0
Cc1ccc(S(=O)(=O)N2CCN(C(=O)c3cccc(-n4cccc4)c3)CC2)cc1	0	2	-2	-3	-10	6	-2	31	0.4
Fc1ccccc1N1CCN(CCCc2ccccc2)CC1	-2	1	4	-1	7	-2	0	4	2.0
O=C(CN1C(=O)c2ccccc2S1(=O)=O)NC1CCCCCC1	3	0	1	-3	3	0	4	1	-1.8
COc1cccc(NC(=O)CN2C(=O)C(=O)N(C3CCCC3)C2=O)c1	1	/	3	/	6	/	-5	/	/
